# GLP-1R agonist = GLP-1 receptor (human) agonism; P43220; HEK293 GLP-1R CRE-luciferase, luminescence, 4-6 h; cells express a hypersensitive GLP-1R form; Potency, µM (doses to about 45.6 µM), for the others: top-dose activation, usual class: activators; hit rate 0.007% among 380,000; further: potency means the concentration at half of the fitted maximal effect; % of control where 0% means no effect
# HEK293 tox = cytotoxicity counter-screen for GLP-1 receptor inverse agonists. HEK293 cAMP-luciferase reporter cells, luminescence, 24 h. Potency, µM (top dose mostly 38.3 µM), inactives show at the highest dose activity change, negative = inhibition, hits mostly inhibitors. hit rate 0.13% among 410,000;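 further: loss of luciferase light is scored as toxicity; potency means the concentration at half of the fitted maximal effect; on the % scale 0 is the no-effect control and ±100 the full control effect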
#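 Cells in DMEM/10% Nu serum/1% pen-strep, 1536-well format. Pre-incubated 12 h, dosed with 23 nL compound, incubated a further 24 h. Luciferase detection, 12 min at room temp, luminescence.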
# PLK1 PBD inh = inhibitors of human PLK1 polo-box domain binding | hit rate 2.8% among 360,000 | Plk1 PBD binding of FITC phosphopeptide, fluorescence polarization | P53350 | AID 720504 | Potency, µM, without a hit: max response, negative = inhibition, most hits filed as inhibitors; further: potency means the concentration at half of the fitted maximal effect; series mostly up to about 57 µM; on the % scale 0 is the no-effect control and ±100 the full control effect; nearly all actives have a fitted effect of over 65% in size
# GLP-1R inv ag = GLP-1 receptor (human) inverse agonism; P43220; HEK293 GLP-1R CRE-luciferase, luminescence, 24 h; GLP-1R form is constitutively active; Potency, µM (titrated, usually from 38.3 µM), for inactives: top-dose activity change, negative = inhibition, usual class: inhibitors; hit rate 1.6% among 410,000; further: potency means the concentration at half of the fitted maximal effect; on the % scale 0 is the no-effect control and ±100 the full control effect; nearly all actives have a fitted effect of over 55% in size
#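 GLP-1R inverse agonism mode: basal reporter luminescence in engineered HEK293 cells measured after one day of compound exposure at 37 deg C, with a 12 min room-temperature detection step.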
# IL2 activator = activates IL-2 in a cell-based reporter assay; IL-2 activation reporter assay, cell-based qHTS; stimulated with anti-CD3/CD4/CD28 beads; in transgenic mouse T cells; activation, % (series mostly up to about 46 µM); hit rate 0.065% among 360,000; AID 652025; in the data active means activation above about 50%; inconclusive means mostly about 30% to 49%; further: 0% is about no effect
#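 EGFP and DsRed fluorescence is measured by plate cytometry in unstimulated transgenic mouse T cells exposed to compound for 60 minutes, then stimulated 18 hours at 37 degrees C with anti-CD3/anti-CD4 beads plus anti-CD28.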
# DRD3 antagonist = blocks the human D3 dopamine receptor; P35462; AID 652054; max response, negative = inhibition, %; hit rate 2.5% among 360,000; D3R cells, DiscoveRx beta-arrestin luminescence, antagonist mode; hits give low values; in the data active means max response below about -50%; inconclusive means no clear call, values can overlap the other calls; further: on the % scale 0 is the no-effect control and ±100 the full control effect; mostly tested at two doses, the higher about 12 µM
#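 Cells plated overnight at 1500 cells/well, then exposed to library compounds with dopamine controls for 90 minutes at 37 degrees C. DiscoveRx reagent added for 30–60 minutes at room temperature; luminescence read, quantitative HTS format.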
# WRN helicase inh = blocks human WRN helicase | hit rate 0.46% among 360,000 | Q14191 | WRN helicase unwinding, fluorescent forked duplex, kinetic | Potency, µM (top dose mostly 114 µM), inactives show at the highest dose activity change, negative = inhibition, hits mostly inhibitors; further: potency means the concentration at half of the fitted maximal effect; on the % scale 0 is the no-effect control and ±100 the full control effect; nearly all actives have a fitted effect of over 55% in size
# Target sequence (Q14191 whole entry, looked up): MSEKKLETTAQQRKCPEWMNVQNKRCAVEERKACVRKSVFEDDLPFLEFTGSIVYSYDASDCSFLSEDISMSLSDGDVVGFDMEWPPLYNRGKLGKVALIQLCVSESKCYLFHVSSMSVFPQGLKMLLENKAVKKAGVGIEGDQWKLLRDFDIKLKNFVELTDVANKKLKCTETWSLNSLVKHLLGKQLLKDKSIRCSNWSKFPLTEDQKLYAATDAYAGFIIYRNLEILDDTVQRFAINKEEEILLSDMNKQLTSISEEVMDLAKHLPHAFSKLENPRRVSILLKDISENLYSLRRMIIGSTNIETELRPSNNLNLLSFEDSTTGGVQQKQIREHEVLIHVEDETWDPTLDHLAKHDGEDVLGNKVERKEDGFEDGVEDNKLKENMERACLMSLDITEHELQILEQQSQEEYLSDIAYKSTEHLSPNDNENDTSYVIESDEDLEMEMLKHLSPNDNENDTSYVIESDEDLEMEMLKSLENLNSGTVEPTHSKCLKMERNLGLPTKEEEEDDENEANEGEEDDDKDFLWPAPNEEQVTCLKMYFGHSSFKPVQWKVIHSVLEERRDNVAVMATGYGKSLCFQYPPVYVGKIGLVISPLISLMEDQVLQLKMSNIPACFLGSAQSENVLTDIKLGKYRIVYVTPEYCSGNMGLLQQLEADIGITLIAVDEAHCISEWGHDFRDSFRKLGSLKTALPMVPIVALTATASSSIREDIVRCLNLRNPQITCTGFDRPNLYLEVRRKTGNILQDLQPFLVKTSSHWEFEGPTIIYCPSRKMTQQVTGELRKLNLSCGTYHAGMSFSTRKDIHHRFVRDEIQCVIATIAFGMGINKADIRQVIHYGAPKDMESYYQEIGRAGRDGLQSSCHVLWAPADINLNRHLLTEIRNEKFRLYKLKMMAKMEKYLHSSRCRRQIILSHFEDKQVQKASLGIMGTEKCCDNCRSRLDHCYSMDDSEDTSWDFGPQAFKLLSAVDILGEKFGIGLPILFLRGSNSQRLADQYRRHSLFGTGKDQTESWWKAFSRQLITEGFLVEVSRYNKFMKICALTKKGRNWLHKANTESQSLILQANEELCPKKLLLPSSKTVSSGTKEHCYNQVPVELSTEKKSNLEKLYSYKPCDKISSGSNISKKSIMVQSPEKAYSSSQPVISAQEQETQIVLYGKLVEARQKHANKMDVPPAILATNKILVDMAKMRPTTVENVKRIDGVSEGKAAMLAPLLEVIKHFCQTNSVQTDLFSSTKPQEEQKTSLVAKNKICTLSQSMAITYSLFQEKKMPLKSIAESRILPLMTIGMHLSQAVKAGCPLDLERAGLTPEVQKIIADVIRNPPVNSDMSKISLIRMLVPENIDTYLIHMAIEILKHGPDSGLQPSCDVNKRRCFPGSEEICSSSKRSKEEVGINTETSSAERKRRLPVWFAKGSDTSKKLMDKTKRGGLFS
#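 Enzyme (20 nM final) and test compound sit together 15 min at room temperature before substrate addition. Substrate is a single-forked duplex oligonucleotide (100 nM) labelled with fluorophore and quencher, with 2 mM ATP; helicase unwinding raises red fluorescence, read kinetically.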
# PI5P4Ka inh = inhibitors of human PI5P4K alpha; P48426; PI5P4Kalpha enzyme, ADP-Glo luminescence, 60 min; hits give low values; max response, %; hit rate 1.2% among 330,000; AID 652105; active means max response of -50% or lower; inconclusive means between -30% and -50%; inactive means -30% or higher; further: value at the top dose of about 77 µM; on the % scale 0 is the no-effect control and ±100 the full control effect
#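 ADP-Glo luminescence end-point after a 60 min room-temperature kinase reaction. PI5P4Kalpha and substrate in HEPES pH 7.4 buffer with EGTA, 0.1% CHAPS and 5% DMSO; ATP at 5 microM final.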
# DRD3 agonist = D3 dopamine receptor (human) agonism. P35462. D3R DiscoveRx beta-arrestin cells, luminescence, 90 min. max activation, %. hit rate 0.58% among 410,000. AID 652048; in the data active means max activation above about 30%; further: 0% is about no effect; mostly tested at two doses, the higher about 12 µM
#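 Cells at 1500/well, incubated overnight, then treated with pinned compounds (dopamine as control) for 90 min at 37 degrees C. DiscoveRx reagent added for 30 - 60 minutes at room temperature; luminescence read.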
# Active calls of the source: *; ? = inconclusive; . = not tested or not shown; [ ] = remark or other dose. Unless noted, the call rests on the fitted dose curve; in most records, active means well fitted curve in the direction sought with a large enough effect; inconclusive means small, poorly fitted or top-dose-only effect, or another doubt; inactive means no such curve, though single readings can be large; an effect the other way counts as inactive or inconclusive.
cpd	SMILES	GLP-1R agonist	HEK293 tox	PLK1 PBD inh	GLP-1R inv ag	IL2 activator
1	N#CN(Cc1ccccc1)Cc1ccccc1	7%	6%	1%	?	-3.1
2	CCOC(=O)c1c(NC(=O)/C=C/c2ccc(OCC)cc2)sc2c1CCCC2	-6%	-11%	.	7%	.
3	Cn1nnc2cc(C(=O)NC3CCCCC3)ccc21	-1%	-4%	-8%	4%	-2.4
4	O=C(Nc1ccc2c(c1)OCCO2)C1CCN(C(=O)c2ccc(Cl)cc2)CC1	-1%	18%	-2%	-22%	0.8
5	COc1cc([N+](=O)[O-])ccc1NC(=O)CN1CCc2cc(OC)c(OC)cc2C1	9%	-6%	-10%	28%	-1.1
6	CC(CCc1ccccc1)NC(=O)C(Cc1ccccc1)NC(N)=O (stereo not drawn)	7%	1%	-10%	-10%	1.0
7	S=C(c1cn(CCOc2cccc3ccccc23)c2ccccc12)N1CCCC1	-13%	?	3%	-18%	-1.2
8	COc1ccc2c3n(nc2c1)CCN=C3c1ccc(Cl)cc1	5%	1%	-16%	6%	0.1
9	COc1ccc(C(=O)N2CCN(c3ccc(NC(=O)c4cccs4)cc3)CC2)cc1	-3%	-5%	-1%	-2%	3.7
10	O=C(Cc1cccs1)NCc1cccc(Br)c1	-9%	5%	-19%	-23%	-0.6
11	O=C(Cc1cccs1)N=Nc1c(O)[nH]c2ccc(Br)cc12	11%	-8%	-22%	6%	-2.0
12	COc1ccc(OC)c(/C=C2\SC(=S)N(Cc3cccnc3)C2=O)c1	8%	9%	-19%	4%	2.8

cpd	DRD3 antagonist	WRN helicase inh	PI5P4Ka inh	DRD3 agonist
1	6	0%	-2	0
2	.	.	.	5
3	2	-5%	-1	2
4	3	12%	0	-2
5	-14	12%	-12	-14
6	-7	0%[57.1 µM]	-8	-8
7	-15	-15%	1	0
8	9	8%	-1	11
9	?	-25%	0	2
10	-19	1%	1	-8
11	0	?	?	-8
12	-15	-3%	1	1

# Part of the list above, with values under each structure.
# Order of results: GLP-1R agonist | HEK293 tox | PLK1 PBD inh | GLP-1R inv ag | IL2 activator | DRD3 antagonist | WRN helicase inh | PI5P4Ka inh | DRD3 agonist
3. Cn1nnc2cc(C(=O)NC3CCCCC3)ccc21
  -1% | -4% | -8% | 4% | -2.4 | 2 | -5% | -1 | 2
4. O=C(Nc1ccc2c(c1)OCCO2)C1CCN(C(=O)c2ccc(Cl)cc2)CC1
  -1% | 18% | -2% | -22% | 0.8 | 3 | 12% | 0 | -2
5. COc1cc([N+](=O)[O-])ccc1NC(=O)CN1CCc2cc(OC)c(OC)cc2C1
  9% | -6% | -10% | 28% | -1.1 | -14 | 12% | -12 | -14
6. CC(CCc1ccccc1)NC(=O)C(Cc1ccccc1)NC(N)=O (stereo not drawn)
  7% | 1% | -10% | -10% | 1.0 | -7 | 0%[57.1 µM] | -8 | -8
7. S=C(c1cn(CCOc2cccc3ccccc23)c2ccccc12)N1CCCC1
  -13% | ? | 3% | -18% | -1.2 | -15 | -15% | 1 | 0

# New compounds follow
cpd	SMILES	GLP-1R agonist	HEK293 tox	PLK1 PBD inh	GLP-1R inv ag	IL2 activator
13	Clc1cccc(Cl)c1OCCCCN1CCCCC1	-5%	-5%	5%	7%	-0.1
14	O=[N+]([O-])c1ccc2c(c1)-c1ccccc1C2=NO	-20%	-13%	-13%	-17%	-3.9
15	O=C(Nc1nc2cc3c(cc2s1)OCCO3)c1ccco1	-5%	25%	1%	?	-1.4
16	COC(=O)[C@H](C)NC(=O)Nc1ccc(OC)cc1OC	-11%	-7%	-4%	0%	6.4
17	O=C(CN1C(=O)NC2(CCCC2)C1=O)N1CCN(Cc2ccccc2)CC1	5%	-10%	3%	4%	0.1
18	CCCn1nnc(NC(=O)c2ccc3ccccc3c2)n1	4%	19%[0.307 µM]	-9%	-1%[0.307 µM]	1.6
19	COc1ccc2cc(C(c3nnnn3C(C)(C)C)N3CCSCC3)c(=O)[nH]c2c1 (stereo not drawn)	3%	3%	-8%	46%[activator]	-1.0
20	CCOC(=O)C1(CCOc2ccccc2)CCN(Cc2cc(OC)c(O)cc2Cl)CC1	11%	3%	-3%	?	-0.2
21	CCc1ccccc1OCC(=O)OCC(=O)c1c(N)n(C)c(=O)n(C)c1=O	2%	-2%	-4%	17%	-7.4
22	CCOc1ccc(N2CC(=O)SC2=S)cc1	-4%	4%	-5%	-24%	0.1
23	COc1cccc(Cn2nc3c4cc(F)ccc4n(Cc4ccc(F)cc4)cc-3c2=O)c1	6%	-15%	1%	3%	-0.2
24	CC1CCCN(CC(O)COCc2ccc3c(c2)OCO3)C1 (stereo not drawn)	-4%	15%[0.307 µM]	-12%	-10%[0.307 µM]	0.2

cpd	DRD3 antagonist	WRN helicase inh	PI5P4Ka inh	DRD3 agonist
13	11	12%	-3	-11
14	-4	-1%	-11	2
15	5	-3%	0	-1
16	12	-2%	2	2
17	-8	0%	-2	13
18	-29	3%	-22	-5
19	-57*	126%[activator]	.	-7
20	-25	-6%	11	-16
21	-14	9%	0	5
22	-11	-1%	.	0
23	-9	1%[57.1 µM]	1	-15
24	-26	-3%	1	-7

# Continued:
cpd	SMILES	GLP-1R agonist	HEK293 tox	PLK1 PBD inh	GLP-1R inv ag	IL2 activator
25	COc1ccccc1-c1csc(NC(=O)c2ccc(N3C(=O)CCC3=O)cc2)n1	-3%	-19%	0%	1%	0.5
26	O=C(COC(=O)c1ccc(-c2ccc([N+](=O)[O-])cc2)o1)NC(=O)NC1CCCCC1	2%	-15%	-12%	2%	-0.4
27	CC(Oc1ccc(Cl)cc1)C(=O)Nc1ccc(S(=O)(=O)Nc2nccs2)cc1 (stereo not drawn)	8%	-10%	-10%	-2%	0.6
28	COc1cccc(C(=O)NCCS(=O)(=O)N2CCN(c3ccccc3)CC2)c1OC	-2%	-4%	-11%	-5%	-1.7
29	CCOC(=O)[C@H]1[C@H]2COc3ccc(OC)cc3[C@@H]2N2C(=O)c3ccccc3NC(=O)[C@@]12C	10%	16%	-17%	15%	-0.5
30	CCC(=O)N1CCc2cc(S(=O)(=O)N3CCc4ccccc4C3)ccc21	-1%	-11%	-1%	1%	0.9
31	COc1cc(/C=N\NC(=O)CNC(=O)C(c2ccccc2)c2ccccc2)ccc1O	6%	-4%	-6%	-2%	1.6
32	CN(C)S(=O)(=O)c1cccc(C(=O)Nc2ccccc2Cl)c1	-6%	9%	-7%	0%	0.6
33	COc1cccc(CN2C(=O)c3ccccc3Sc3ccc(C(=O)NCc4ccccc4)cc32)c1	0%	5%	.	-30%	.
34	CC1=CC(=O)C(C(C)C)=C/C1=N/OC(=O)c1cccc([N+](=O)[O-])c1	7%	38%[activator]	3.8µM*	42%[activator]	-1.3
35	Cn1c(Cn2c(=O)sc3ccccc32)nnc1SCC(=O)N1CCCC1	-1%	9%	-24%	12%	-1.6
36	C=CCNC(=O)c1n[nH]c2c1CC(C(C)(C)CC)CC2 (stereo not drawn)	20%	-2%	-4%	?	0.1

cpd	DRD3 antagonist	WRN helicase inh	PI5P4Ka inh	DRD3 agonist
25	23	3%	1	0
26	0	-1%	1	1
27	-11	-3%	1	-9
28	6	2%	1	-8
29	-18	-3%	2	0
30	9	7%	0	1
31	-12	-6%	3	-1
32	28	0%	.	-7
33	.	.	.	-9
34	-22	0%[57.1 µM]	.	-19
35	?	-5%	0	-1
36	13	4%	-2	8

# Continued.
cpd	SMILES	GLP-1R agonist	HEK293 tox	PLK1 PBD inh	GLP-1R inv ag	IL2 activator
37	CN(CC(=O)Nc1c(Cl)cccc1Cl)C(=O)Cc1ccsc1	-1%	-9%	-8%	-27%	1.8
38	COc1c2ccoc2c(OC(C)=O)c2oc(C)cc(=O)c12	3%	-14%	-10%	?	-0.3
39	CN1CCN(Cc2nc(-c3cccs3)no2)CC1c1ccccc1 (stereo not drawn)	6%	0%	-4%	-32%	0.4
40	COc1ccc2c(c1)C(=O)Nc1cc(Cl)ccc1N2	11%	19%	-6%	64%[activator]	1.1
41	Cc1cnc(NC(=O)CSc2nnc3ncccn23)s1	-1%	18%	-8%	6%	0.2
42	COc1ccc(-c2cc3nc(NCC4CCCCC4)n(C)c(=O)c3s2)cc1OC	-3%	2%	-2%	-9%	0.3
43	COc1ccc(CN(CC(=O)NC2CCCC2)C(=O)CCC(=O)Nc2nc(C)cs2)cc1	8%	8%	-14%	1%	0.0
44	Cc1ccc(CN2CCC(C(=O)NCCC(C)C)CC2)o1	2%	-11%	-15%	-23%	-3.1
45	CN(C)c1cccc(NC(=O)C2Cc3c(-c4ccccc4Oc4ccccc4)ccnc3O2)c1 (stereo not drawn)	2%	8%	-9%	?	-0.5
46	CC1CN(C(=O)COC(=O)c2ccc(Cl)nc2)CC(C)O1 (stereo not drawn)	2%	17%	-2%	14%	3.3
47	CC(C)CCNC(=O)C1CC(c2cccc([N+](=O)[O-])c2)=NO1 (stereo not drawn)	11%	1%	-10%	13%	1.2
48	CSc1nc(N(C)C)nc(N(C)C#N)n1	-2%	2%	-6%	20%	0.8

cpd	DRD3 antagonist	WRN helicase inh	PI5P4Ka inh	DRD3 agonist
37	?	-7%	-5	-10
38	-2	1%	-10	5
39	-22	6%	-11	-14
40	-20	-35%	-21	-13
41	-11	-6%	4	-7
42	98	0%	-11	37*
43	-11	7%	-1	-1
44	-64*	5%	-1	-6
45	-5	-10%	2	3
46	10	-35%	1	-2
47	10	-2%	-5	-7
48	-10	-1%	-2	-1
